PAD4 FP inh: human PAD4 inhibitors, primary screen, biochemical, fluorescence polarization, 1536-well format; inhibition, % at 6.36 µM; hit rate 0.41% among 330,000; Protein-arginine deiminase type-4 (Homo sapiens), Q9UM07; AID 485272, 2010; recombinant PAD4, RCA probe fluorescence polarization;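 active = percent inhibition above a cutoff equal to the mean of all tested compounds plus 3 SD, cut at about 15% in these data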;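 also: 0% = PAD4 with RCA probe and DMSO and 100% = probe without PAD4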
Target sequence (Q9UM07 whole entry, looked up): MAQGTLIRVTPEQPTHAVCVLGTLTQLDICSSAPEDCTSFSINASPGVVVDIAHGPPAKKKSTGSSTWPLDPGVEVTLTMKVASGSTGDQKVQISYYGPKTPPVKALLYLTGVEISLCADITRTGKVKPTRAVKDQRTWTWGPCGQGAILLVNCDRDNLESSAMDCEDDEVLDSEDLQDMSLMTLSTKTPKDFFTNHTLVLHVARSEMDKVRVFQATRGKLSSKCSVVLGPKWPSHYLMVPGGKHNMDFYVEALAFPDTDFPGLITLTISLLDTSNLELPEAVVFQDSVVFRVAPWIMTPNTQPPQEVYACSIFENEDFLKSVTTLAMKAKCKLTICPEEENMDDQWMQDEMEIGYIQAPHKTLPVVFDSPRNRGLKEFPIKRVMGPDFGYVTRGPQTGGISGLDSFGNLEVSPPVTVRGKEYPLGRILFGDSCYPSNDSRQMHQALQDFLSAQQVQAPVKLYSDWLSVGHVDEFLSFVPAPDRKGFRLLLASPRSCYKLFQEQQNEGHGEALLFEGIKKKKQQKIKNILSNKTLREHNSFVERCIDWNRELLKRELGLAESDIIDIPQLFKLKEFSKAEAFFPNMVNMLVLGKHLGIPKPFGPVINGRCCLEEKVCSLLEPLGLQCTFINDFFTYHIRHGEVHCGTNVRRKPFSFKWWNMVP
pPAFAH FP inh: pPAFAH enzyme inhibitors, primary screen, biochemical, fluorescence polarization, human; Platelet-activating factor acetylhydrolase (Homo sapiens), Q13093; recombinant pPAFAH, FP-rhodamine probe fluorescence polarization; inhibition, % at 3.39 µM; hit rate 1.5% among 330,000;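 active = inhibition above the mean inhibition across the screen plus 3 SD, cut at about 25% in these data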;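 also: inhibitors block binding of the rhodamine activity-based probe so polarization drops; 0% = enzyme with DMSO and 100% = wells lacking pPAFAH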
Fam108B counter: mouse Fam108B serine hydrolase inhibitors, primary screen, counter-screen for RBBP9 inhibitor project, biochemical, fluorescence polarization; recombinant Fam108B, FP-Rh probe fluorescence polarization; inhibition, % at 9.51 µM; hit rate 0.33% among 300,000; AID 1947, 2009;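 active = inhibition above the screen mean inhibition plus 3 SD, computed separately per campaign, cut at about 18% in these data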;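 also: inhibitors lower polarization as less probe binds the enzyme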
GSTO1 inh: inhibitors of recombinant GSTO1, primary screen, counter-screen for RBBP9 inhibitor project, biochemical, fluorescence polarization; Glutathione S-transferase omega-1 (Homo sapiens), P78417; activity-based probe fluorescence polarization; inhibition, % at 5.96 µM; hit rate 1.1% among 300,000;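 active = inhibition above the campaign mean inhibition plus 3 SD, cut at about 35% in these data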;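 also: 0% = GSTO1-1 with DMSO and 100% = wells lacking GSTO1-1 enzyme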
PME-1 primary: PME-1 inhibitors via competitive probe labeling, primary screen, biochemical, fluorescence polarization, FP-Rh probe, HTS. recombinant PME-1. inhibition, % at 5.9 µM. hit rate 0.53% among 320,000;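 active = inhibition above the campaign mean of all compounds plus 3 SD, cut at about 26% in these data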;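 also: competitive labeling of PME-1 active site by serine hydrolase directed probe; 0% = PME-1 with DMSO and 100% = wells lacking PME-1 enzyme; inhibitors block probe labeling so polarization falls and inhibition rises; many of its hits are not listed in these tables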
Target sequence (Q9Y570 whole entry, looked up): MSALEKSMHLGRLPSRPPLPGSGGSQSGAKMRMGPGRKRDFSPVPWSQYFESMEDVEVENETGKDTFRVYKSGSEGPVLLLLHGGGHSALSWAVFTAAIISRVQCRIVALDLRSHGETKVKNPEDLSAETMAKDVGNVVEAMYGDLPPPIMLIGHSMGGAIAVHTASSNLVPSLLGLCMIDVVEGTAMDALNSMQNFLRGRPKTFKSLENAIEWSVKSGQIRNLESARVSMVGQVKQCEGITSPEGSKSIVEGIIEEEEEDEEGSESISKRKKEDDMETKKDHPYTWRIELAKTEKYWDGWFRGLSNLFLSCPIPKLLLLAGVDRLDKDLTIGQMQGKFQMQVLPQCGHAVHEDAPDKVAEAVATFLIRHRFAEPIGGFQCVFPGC
PAFAH2 inh: PAFAH2 enzyme inhibitors, primary screen, biochemical, fluorescence polarization, human. recombinant PAFAH2, FP-rhodamine activity probe. hit rate 0.99% among 340,000. inhibition, % at 3.39 µM. Platelet-activating factor acetylhydrolase 2, cytoplasmic (Homo sapiens), Q99487. AID 492956, 2010;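 active = inhibition above the mean over all tested compounds plus 3 SD, cut at about 30% in these data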;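 also: inhibitors block probe labeling of enzyme so polarization drops; 0% = enzyme with DMSO and 100% = wells lacking PAFAH2 protein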
LYPLA1 inh: LYPLA1 inhibitors, primary screen, counter-screen for PME1 inhibitor project, biochemical, fluorescence polarization, FP-Rh probe ABPP; hit rate 0.16% among 320,000; AID 2174, 2009; inhibition, % at 5.9 µM; recombinant LYPLA1;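 active = inhibition above the mean of all tested compounds plus 3 SD, set per campaign, cut at about 14% in these data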;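 also: inhibitors block serine hydrolase probe labeling of LYPLA1 so polarization falls; 0% = enzyme with DMSO and 100% = wells lacking LYPLA1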
PAFAH1B2 FP inh: PAFAH1B2 enzyme inhibitors, primary screen, biochemical, fluorescence polarization, human; recombinant PAFAH1B2, FP-rhodamine activity probe; Platelet-activating factor acetylhydrolase IB subunit alpha2 (Homo sapiens), P68402; inhibition, % at 3.39 µM; AID 492953, 2010; hit rate 1.2% among 340,000;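 active = inhibition above the mean of all tested compounds plus 3 SD, cut at about 24% in these data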;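 also: 0% = enzyme with DMSO and 100% = wells lacking PAFAH1B2; many of its hits are not listed in these tables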
PAFAH1B3 inh: PAFAH1B3 enzyme inhibitors, primary screen, biochemical, fluorescence polarization, human; recombinant PAFAH1B3, FP-rhodamine probe; hit rate 0.28% among 340,000; Platelet-activating factor acetylhydrolase IB subunit alpha1 (Homo sapiens), Q15102; inhibition, % at 3.39 µM; AID 492972, 2010;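 active = inhibition above the screen-wide average of all tested compounds plus 3 SD, cut at about 25% in these data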;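 also: 0% = enzyme with DMSO only and 100% = wells lacking PAFAH1B3 protein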
An asterisk follows results filed as active; . = no result given.

SMILES	PAD4 FP inh	pPAFAH FP inh	Fam108B counter	GSTO1 inh	PME-1 primary	PAFAH2 inh	LYPLA1 inh	PAFAH1B2 FP inh	PAFAH1B3 inh
CN(c1ccc(OCC(=O)OCC(=O)Nc2ccccc2F)cc1)S(=O)(=O)c1cccs1	-3	12	-4	4	6	-2	0	1	8
NS(=O)(=O)c1ccc(CCNC(=O)c2ccccc2Cc2ccccc2)cc1	-4	5	3	3	6	-1	5	5	5
CCOC(=O)Cn1nc(C)c(NC(=O)COc2ccc(F)cc2F)c1C	-1	4	-4	0	2	-1	0	0	7
Cc1ccn2cc(-c3cccc(NC(=O)c4cccs4)c3)nc2c1	0	0	-1	-19	-7	-1	-8	-2	4
CC(=O)Nc1cccc(Nc2nc(-c3ccccc3)nc3ccccc23)c1	-3	-16	-6	-35	-28	-34	-20	1	-9
Clc1ccc(CN2C3=NCCCN3c3ccccc32)cc1	-3	-4	0	-9	-3	1	1	-1	10
O=C1CN(C(=O)COc2c(Cl)cccc2Cl)c2ccccc2N1	5	12	1	2	2	5	0	8	4
COc1ccc(/C(C)=N/NC(=O)CNC(=O)c2ccco2)c(OC)c1	-1	10	-3	-3	-3	5	-3	1	8
COc1cc(C(=O)NCC(c2ccco2)N2CCCC2)ccc1OCc1c(C)noc1C (stereo not drawn)	-1	3	1	3	1	-2	0	1	4
CCOc1ccc(-c2csc(NC(=O)C3CCCO3)n2)cc1 (stereo not drawn)	2	-2	0	-3	0	-7	0	6	7
COc1ccccc1NC(=O)N1CCN(C(=O)Nc2ccccc2OC)CC1	3	2	1	0	-4	-1	-1	2	-2
O=C(NCc1cccnc1)c1cc2nc(-c3ccc4c(c3)OCO4)cc(C(F)(F)F)n2n1	-2	-3	-5	4	-2	-2	-6	2	1
CCOC(=O)c1cc(-c2ccc(F)cc2)n(CC(=O)N2CCCC2)c1C	-3	4	2	1	-6	0	2	-3	0
Cc1sc2ncnc(OCC(=O)NCc3cccs3)c2c1C	-8	8	3	5	-5	7	-1	0	-3
O=S1(=O)NC(=NC2CCCCCC2)c2ccccc21	-4	-5	2	16	-7	2	-3	3	8
COc1ccc(CN(C)C(=O)c2ccc(NS(=O)(=O)c3ccccc3)cc2)c(OC)c1	-1	15	2	10	10	4	6	0	6
O=C(C1CCCN(S(=O)(=O)c2cnc[nH]2)C1)N1CCN(Cc2ccccc2)CC1 (stereo not drawn)	-2	0	-3	5	-5	6	1	-3	5
O=C(CN1CCOCC1)N1N=C(c2cccs2)CC1c1cccs1 (stereo not drawn)	1	2	3	-1	1	7	-2	2	11
Cc1oc2c(C)c3oc(=O)c(CCC(=O)N[C@@H](CC(C)C)C(=O)O)c(C)c3cc2c1C	0	1	-3	-19	-5	13	-2	1	0
CN(C)S(=O)(=O)c1ccc(N2CCOCC2)c(C(=O)O)c1	2	2	2	-3	8	3	4	4	3
O=C(CCCO)NNc1c2ccccc2nc2ccccc12	-2	9	-1	-1	1	-5	1	10	1
CC1Cc2ccccc2N1C(=O)CSc1nc2cc3c(cc2cc1C#N)OCO3 (stereo not drawn)	2	0	1	-2	3	2	1	0	0
COc1ccc(/C=C/C(=O)NC2CCCCC2C)cc1 (stereo not drawn)	0	3	-2	3	0	0	0	4	0
FC(F)(F)c1ccncc1-c1nnc(C2CCCCC2)o1	3	3	1	2	-2	2	-5	8	5
CCCn1c(SCC(=O)NCc2ccc3c(c2)OCO3)n[nH]c1=O	-3	-4	.	.	2	-7	2	3	3

Other records.
SMILES	PAD4 FP inh	pPAFAH FP inh	Fam108B counter	GSTO1 inh	PME-1 primary	PAFAH2 inh	LYPLA1 inh	PAFAH1B2 FP inh	PAFAH1B3 inh
COc1ccccc1-n1nc(C)cc1N	-1	4	2	6	-2	6	-2	2	-1
Cn1cnnc1SCc1ccc(-c2ccc(Br)cc2)o1	-12	26*	-5	8	-2	3	-2	4	9
COc1ccc2c(c1)[C@H]1[C@H](CO2)[C@H](c2ccccc2)[C@]2(C)C(=O)Nc3ccc(C)cc3C(=O)N12	1	-2	.	.	.	-11	.	-1	-7
O=C(NCCC1CCCCN1S(=O)(=O)c1cccs1)C(=O)Nc1cccc(F)c1 (stereo not drawn)	-3	-4	-4	-3	-3	2	-1	14	-2
C[C@H](NC(=O)c1nc[nH]c1C(=O)NCC(=O)OC(C)(C)C)C(=O)OC(C)(C)C	-4	3	4	4	-7	7	-1	1	13
CS(=O)(=O)N1CCN(C(=O)c2ccc(F)cc2)CC1	3	-4	-2	3	2	-9	2	-7	-1
COC(=O)c1ccc(NC(=O)CSCc2ccccc2C)cc1	-1	5	-3	0	-3	-7	-5	4	1
COc1ccccc1C(C)NCC(=O)NC(=O)NCc1ccco1 (stereo not drawn)	-1	3	3	5	3	7	3	-2	1
O=C(COc1ccc(Cl)cc1Br)NC(=O)NCc1ccccc1	0	3	-1	-1	3	-5	1	8	0
Cc1cc(S(=O)(=O)N2CCCCC2CCNC(=O)C(=O)NCC2CCCO2)ccc1F (stereo not drawn)	-1	-1	6	7	2	2	0	6	8
CN(CC(=O)Nc1ccccc1C(F)(F)F)C(=O)c1ccccc1Sc1ccccc1C#N	2	1	.	.	8	2	0	-10	1
CC(=O)c1c(C)nn(CC(O)COc2ccc3c(c2)CCC3)c1C (stereo not drawn)	0	0	-5	2	-4	10	-1	4	8
Cc1c(C(=O)NCc2ccccc2)c(-c2ccccc2)nn1-c1ccccc1	-1	10	3	-4	-6	-3	1	2	5
COc1cccc(CN2CCCC(C(=O)c3ccc4c(c3)OCO4)C2)c1OC (stereo not drawn)	0	-4	-2	4	-6	8	-3	3	1
CCC(=O)Nc1ccc(NC(=O)CSc2nnc(C(C)C)n2C)cc1	1	10	-1	-5	-2	-6	2	1	7
CCCS(=O)(=O)N1CCC(C(=O)N2CCOCC2)CC1	-2	2	-7	1	6	6	2	2	8
COc1ccc(/C(O)=C2/C(=O)C(=O)N(CCCN(C)C)C2c2ccccc2)cc1OC (stereo not drawn)	-3	-2	-1	-6	-2	-9	3	6	3
CCNc1nc(NCC)n2c(SCC(=O)NC34CC5CC(CC(C5)C3)C4)nnc2n1	-3	3	9	3	4	-1	2	1	2
C=CCn1c(-c2c[nH]c3ccccc23)n[nH]c1=S	-1	-5	0	6	-5	11	-5	8	7
Cc1cccc(NC(=O)c2cc(-c3cc(C)ccc3O)n[nH]2)c1	0	-3	-5	3	-2	4	-3	5	0
O=C(COC(=O)CN1CCSC1=O)Nc1ccc(F)cc1Cl	-2	4	.	.	.	-3	.	-6	5
Cc1ccc(-n2nnnc2-c2cccc(C)c2)cc1	-2	10	-1	8	-4	5	1	4	6
CCN(c1ccccc1)S(=O)(=O)c1ccc(C(=O)NCCCN2CCOCC2)cc1	-5	1	.	.	1	-9	1	-4	4
CCOC(CNc1ncnc2c1cnn2C)OCC	-4	-6	1	-2	5	5	1	1	2
O=C(CCNS(=O)(=O)c1ccccc1)N1CCN(C(c2ccccc2)c2ccccc2)CC1	2	2	1	1	1	1	-1	5	-2

The results go on:
SMILES	PAD4 FP inh	pPAFAH FP inh	Fam108B counter	GSTO1 inh	PME-1 primary	PAFAH2 inh	LYPLA1 inh	PAFAH1B2 FP inh	PAFAH1B3 inh
COc1cc(/C=N/N2CCCCC2)cc([N+](=O)[O-])c1O	3	28*	4	10	-1	6	2	-1	11
O=C(Cn1cnc2c(nnn2Cc2ccc(Cl)cc2)c1=O)NCC1CCCO1 (stereo not drawn)	2	-1	3	-1	1	2	-3	0	10
Cc1cc(-c2cc(-c3ccc(Cl)cc3)nc(N)c2C#N)co1	-10	17	3	18	-1	1	-3	3	8
CCOc1cccc(C(=O)Nc2nc(-c3ccc(S(=O)(=O)N4CCOCC4)cc3)cs2)c1	0	4	-18	3	4	-12	-7	3	0
CS(=O)(=O)c1ccc(N)c(SSc2cc(S(C)(=O)=O)ccc2N)c1	45*	5	3	18	2	-3	1	0	3
CCCNC(=S)Nc1ccc(F)cc1F	0	3	0	0	-7	.	-2	.	.
COc1ccc(CN(CC(=O)NC2CCCCC2)C(=O)CCC(=O)Nc2nccs2)cc1	2	3	-1	5	-1	3	1	2	-3
O=[N+]([O-])c1cc(Cc2ccccc2)cc(C=Nc2ccc(N3CCOCC3)cc2)c1O	24*	34*	2	69*	1	5	-2	25*	8
COc1ccccc1-c1cn[nH]c1-c1ccc(OCc2ccc(F)cc2)cc1O	-3	4	-1	6	2	-5	-4	6	-2
C#CCOCCOCCOCCNc1nc(N2CCN(C(=O)[C@H]([C@@H](C)CC)n3cc([C@@H](N)Cc4ccc(O)cc4)nn3)CC2)nc(N2CCN(C(=O)[C@H](Cc3cc4ccccc4[nH]3)n3cc([C@@H](N)C(C)CC)nn3)CC2)n1 (stereo partly drawn)	-3	2	-4	1	2	.	0	.	.
Cc1cccc(NC(=O)Nc2ccccc2[N+](=O)[O-])n1	0	7	-2	-2	-3	2	2	2	-2
COc1ccc(-c2csc(NC(=O)COC(=O)c3ccc(Br)o3)n2)cc1	-1	4	-1	3	4	.	-3	.	.
CC(=O)C1=C(O)C(=O)N(c2cc(C(C)(C)C)on2)C1c1ccc(C(C)C)cc1 (stereo not drawn)	-5	-10	0	-11	-7	16	-4	5	-3
COc1ccc(OC)c(N(CC(=O)NCCc2ccc(OC)c(OC)c2)S(=O)(=O)c2ccccc2)c1	4	5	0	2	0	-3	-2	8	7
Cc1c(C(C)C)c(=O)n(-c2ccc(S(=O)(=O)NC(C)C)cc2)n1C	-2	1	4	3	-2	0	2	6	4
Cc1cccc(OCC(=O)Nc2nc3ccc([N+](=O)[O-])cc3s2)c1	-5	-1	-9	0	-9	0	0	-7	-8
Cc1cccc(-n2ncc3c(NC4CCCCC4)ncnc32)c1	1	0	-4	-4	-3	8	-4	-5	5
CCN(CC)CCNC(=S)Nc1ccc2nc(N3CCN(CC)CC3)cc(C)c2c1	-5	-1	-4	4	4	-7	3	3	-1
O=C(Nc1nnc(SCCC2OCCO2)s1)C1CC(=O)N(c2ccc(F)cc2)C1 (stereo not drawn)	-10	20	3	4	-4	4	-1	2	7
CCC1CO/C(=C(\C(=C(Cl)Cl)N2CCOCC2)[N+](=O)[O-])N1 (stereo not drawn)	-7	4	0	14	9	-1	3	-2	-3
COc1ccc(C2CC(c3ccc(C)cc3)Nc3ncnn32)cc1 (stereo not drawn)	8	-4	3	7	-5	-3	1	5	7
CCN(Cc1nc2ccccc2c(=O)[nH]1)Cc1nc2ccsc2c(=O)[nH]1	10	3	0	23	-1	1	1	0	5

From PubChem

This is a subset. The share of hits here may be higher or lower than overall.
